Caspase-1 inhib = caspase-1 (human) inhibition, allosteric or competitive; Caspase-1 enzyme, Ac-WEHD-AFC fluorogenic rate; Potency, µM (doses to about 57.5 µM), for inactives: top-dose activity change, negative = inhibition, actives largely listed as inhibitors; 0.03% of 75,000 active; AID 900; P29466;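 note: potency is the fitted concentration of half-maximal effect; plate controls were vehicle for no effect and no substrate for full effect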
Target sequence (P29466 120-297 limits assumed): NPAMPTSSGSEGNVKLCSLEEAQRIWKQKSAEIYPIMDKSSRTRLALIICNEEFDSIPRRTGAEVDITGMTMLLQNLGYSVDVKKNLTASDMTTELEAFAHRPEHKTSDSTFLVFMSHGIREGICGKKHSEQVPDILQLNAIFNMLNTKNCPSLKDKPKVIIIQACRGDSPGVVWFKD
Target sequence (P29466 317-404 limits assumed): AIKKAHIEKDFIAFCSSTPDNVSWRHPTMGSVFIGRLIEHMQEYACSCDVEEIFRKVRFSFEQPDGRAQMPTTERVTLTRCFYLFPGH
Casp7 inh = blocks human caspase-7 allosterically or competitively | AID 889 | P55210 | recombinant caspase-7, Ac-DEVD-AFC fluorescence rate | Potency, µM (top dose mostly 57.5 µM), for the others: top-dose activity change, negative = inhibition, most hits filed as inhibitors | 0.02% of 75,000 active; active = well fitted inhibition curve with a large enough effect in the main read-out, with a control signal flat, not every such curve was filed as active; inconclusive = small, poorly fitted or top-dose-only effect, or a change in a side signal; note: potency is the fitted concentration of half-maximal effect; % of control where 0% means no effect
Target sequence (P55210 24-198 limits assumed): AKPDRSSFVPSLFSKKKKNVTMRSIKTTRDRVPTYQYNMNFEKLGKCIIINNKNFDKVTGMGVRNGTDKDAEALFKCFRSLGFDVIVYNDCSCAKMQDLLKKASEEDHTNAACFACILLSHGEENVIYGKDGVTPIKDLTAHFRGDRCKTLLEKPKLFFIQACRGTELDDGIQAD
Target sequence (P55210 207-303 limits assumed): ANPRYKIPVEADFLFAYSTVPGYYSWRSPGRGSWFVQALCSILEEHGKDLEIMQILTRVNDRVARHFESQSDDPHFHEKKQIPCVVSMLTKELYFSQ
Texas Red fluor = compound fluoresces in the Texas Red spectral region; Compound fluorescence, Texas Red channel, 547/618 nm; active compounds read high; max dye-equivalent concentration, M; 0.06% of 59,000 active; AID 587; in the data active = max dye-equivalent concentration above about 10 nM; inconclusive = between about 1.1 nM and that limit
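Pin-transferred compounds and Texas Red standards go into 100 mM Tris buffer, pH 8.0. After 15 min at room temperature, plates are imaged with 547/618 nm filters. Each value is a dye-equivalent concentration derived from the per-plate dye curve.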
HADH2 inhib = inhibitors of human HADH2 dehydrogenase; recombinant HADH2, NADH fluorescence, beta-hydroxybutyryl-CoA; Potency, µM (top dose mostly 57.1 µM), inactives show top-dose activity change, negative = inhibition, usual class: inhibitors; 3.4% of 73,000 active; AID 886; note: potency is the fitted concentration of half-maximal effect; % is set by controls: 0 for no effect and ±100 for the full control effect; nearly all actives have a fitted effect of over 60% in size; many of its hits are not listed in these tables
Target sequence (Q99714 whole entry, looked up, one chain of several): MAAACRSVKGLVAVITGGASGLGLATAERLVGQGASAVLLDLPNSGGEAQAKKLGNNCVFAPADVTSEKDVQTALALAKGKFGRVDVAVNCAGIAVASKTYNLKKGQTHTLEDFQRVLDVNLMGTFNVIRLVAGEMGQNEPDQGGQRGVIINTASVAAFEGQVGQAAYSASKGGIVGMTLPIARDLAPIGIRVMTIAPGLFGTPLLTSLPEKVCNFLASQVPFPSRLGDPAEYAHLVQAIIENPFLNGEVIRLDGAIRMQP
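Read-out: 360 nm excitation, 450 nm emission, kinetic over 4 min. Conditions: His-tagged human HADH2 20 nM, pH 9.0 Tris with Tween-20, 1 mM NAD+, 90 uM beta-hydroxybutyryl-CoA.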
Tau filament bind = binds recombinant human tau filaments. P10636. Potency, µM (highest dose often 57.1 µM), for inactives: top-dose activity change, negative = inhibition. 2% of 71,000 active. recombinant tau filaments, thioflavin S fluorescence, 15 h; filaments grown with octadecylsulfate alongside compound;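 note: potency is the fitted concentration of half-maximal effect; % is set by controls: 0 for no effect and ±100 for the full control effect; actives lower thioflavin S fluorescence by blocking filaments or displacing dye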
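Tau 2 uM in ThS buffer dispensed; compound added; 60 uM ODS added (finals 1 uM tau, 30 uM ODS); 15 h 37 C; fluor ex450/em510.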
Fluorescein fluor = fluorescein region autofluorescence. Compound autofluorescence, 480/540 nm, fluorescein-equivalent; active compounds read high. max fluorescein-equivalent concentration, M. 0.91% of 59,000 active; in the data active = max fluorescein-equivalent concentration above about 10 nM; inconclusive = between about 1.1 nM and that limit
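Compounds (23 nL) in 100 mM Tris pH 8.0, 15 min at room temperature, then fluorescence read at 480 nm excitation/540 nm emission. Signal converted to fluorescein-equivalent concentration from an on-plate fluorescein standard curve.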
ERK AVP inh = blocks ERK signaling stimulated by vasopressin; HEK293-V1b, vasopressin-stimulated pERK AlphaScreen; Potency, µM (titrated, usually from 57.5 µM), without a hit: at the top dose activity, negative = inhibition, hits mostly inhibitors; 0.99% of 72,000 active; AID 995; note: potency is the fitted concentration of half-maximal effect; % is set by controls: 0 for no effect and ±100 for the full control effect; nearly all actives have a fitted effect of over 55% in size
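qHTS, compounds titrated on V1b-expressing HEK293 cells. Preincubation 30 min at 37C, vasopressin 25 nM for 5 min, lysis 10 min, bead incubation 5 hr at room temperature.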
USP2a inhib = inhibitors of human ubiquitin-specific protease USP2a; USP2a enzymatic assay, qHTS inhibition; Potency, µM (doses to about 38.3 µM), inactives show top-dose activity change, negative = inhibition, hits mostly inhibitors; O75604; 0.1% of 60,000 active;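 note: potency is the fitted concentration of half-maximal effect; nearly all actives have a fitted effect of over 60% in size; plate controls were DMSO for no effect and NEM full inhibition control for full effect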
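Inhibition is measured in a cell-free coupled assay with 20 nM USP2 core, 20 nM Ub-PLA2 and 20 uM NBD C6-HPC, 2.5 h incubation. Activity normalized to NEM control.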
Luciferase inh = inhibitors of firefly luciferase. purified firefly luciferase, luminescence, 8 min. Potency, µM (series often up to 57.1 µM), inactives show at the top dose activity change, negative = inhibition, usual class: inhibitors. 2.2% of 72,000 active. AID 411; note: potency is the fitted concentration of half-maximal effect; % is set by controls: 0 for no effect and ±100 for the full control effect; nearly all actives have a fitted effect of over 40% in size
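Compounds were tested as concentration series (qHTS) against purified P. pyralis luciferase with luciferin and 10 uM ATP in 50 mM imidazole pH 7.2, 50 mM KCl, 7 mM MgCl2, 0.01% Tween 20, 0.05% BSA. Luminescence was read after 8 min at ambient temperature.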
HEK293 cAMP ctrl = parental HEK293 cAMP activation (counter-screen); parental HEK293 CNG cAMP sensor, membrane potential fluorescence; Potency, µM (highest dose often 57.1 µM), for the others: at the highest dose activation, hits mostly activators; 2.5% of 73,000 active; note: potency is the fitted concentration of half-maximal effect; % of control where 0% means no effect; nearly all actives have a fitted effect of over 55% in size
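Counterscreen for endogenous-receptor signalling: CNG-channel HEK 293 cells report cAMP rise by membrane depolarization. After 60 min dye equilibration with 100 uM RO 20-1724, compounds incubated 30 min before bottom-read fluorescence at 590 nm.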
Rhodamine fluor = compound autofluorescence in rhodamine spectral region. max dye-equivalent concentration, M. 0.05% of 59,000 active. Rhodamine-region fluorescence, 547/598 nm, Tris buffer; active compounds read high; in the data active = max dye-equivalent concentration above about 11 nM; inconclusive = between about 1.1 nM and that limit
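qHTS spectral profiling of compounds without any target or enzyme present, in pH 8.0 Tris buffer; plates were read after a 15-minute room-temperature incubation using the rhodamine-region filter set.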
* = called active by the depositor; i = inactive; ? = inconclusive; nt = no result given; [ ] = another dose, or the depositor's remark. Unless noted, calls come from the whole dose curve; as a rule, active = well fitted curve in the direction sought with a large enough effect; inconclusive = small, poorly fitted or top-dose-only effect, or another doubt; inactive = no such curve, though single readings can be large; an effect the other way counts as inactive or inconclusive.

SMILES	Caspase-1 inhib	Casp7 inh	Texas Red fluor	HADH2 inhib	Tau filament bind	Fluorescein fluor	ERK AVP inh	USP2a inhib	Luciferase inh	HEK293 cAMP ctrl	Rhodamine fluor
COc1ccc(S(=O)(=O)Nc2cc(C)c(O)cc2C(C)C)cc1	0%	1%	?	?	-19%	i	-24%	1%	0%	7%	i
CCOC(=O)c1sc(NC(=O)c2c(C)nn(Cc3ccccc3)c2C)cc1C	-4%	-10%	i	-9%	21%	?	8%	21%	5µM*	22%	i
CN1C(=O)CC(P(=O)(c2ccccc2)c2ccccc2)N(C)C1=O (configuration not stated)	0%	0%	nt	3%[11.4 µM]	4%[11.4 µM]	nt	-8%	2%[7.66 µM]	1%	2%[11.4 µM]	nt
COC(=O)C1=C(N)Oc2cc(C)n(CCc3ccccc3)c(=O)c2C1c1cccnc1 (configuration not stated)	?	-21%	i	13%	27%	?	?	30%[activator]	0%	25%	i
COc1ccc(OC)c(Nc2cc(-c3ccccc3)nc(N)n2)c1	-1%	2%	i	-8%	16µM*	?	10µM*	5%	-1%	?	i
O=C(C1CCN(S(=O)(=O)c2cccc3nsnc23)CC1)N1CCc2ccccc21	-1%	0%	i	-3%	-18%	i	6%	43%[activator]	0%	-1%	i
Cc1nn(CCc2nn[nH]n2)c2nc(C(F)(F)F)cc(C(F)(F)F)c12	-3%	-3%	i	?	-4%	?	5%	4%	-10%	-3%	i
COc1ccc(CCC(=O)NCc2ccco2)cc1	-1%	-4%	?	-16%	-8%	i	-2%	13%	-4%	1%	i
Cc1nc2cc(NC(=O)N3CCC(c4ccccc4)C3)ccc2n1C (configuration not stated)	2%	1%	i	13%	12%	i	-10%	5%	-3%	6%	i
O=C(Cn1nc(-c2ccc3c(c2)OCCO3)ccc1=O)Nc1ccc(N2CCOCC2)cc1	-2%	-2%	i	3%	-9%	?	-7%	223%[activator]	-4%	7%	i
COc1ccc(S(=O)(=O)N2CCN(c3nc4ccccc4nc3-n3nc(C)cc3C)CC2)cc1	-2%	-3%	i	8%	-3%	i	-15%	23%	1%	17%	i
O=C(O)c1ccc(N2C(=O)CC(Cc3ccccc3)C2=O)cc1 (configuration not stated)	0%	0%	nt	6%	-1%	nt	-13%	-6%	1%	7%	nt
Cc1ncsc1CCSc1nc2ccccc2c(=O)n1C	2%	0%	?	-6%	13%	?	?	12%	1%	24%	i
CC(C)c1ccc(NC(=O)C(c2ccccc2)N2CCN(C=O)CC2)cc1 (configuration not stated)	-2%	3%	i	-2%	-16%	i	19%	22%	-2%	14%	i
CCOC(=O)c1ccccc1NC(=O)Cn1c(-c2nonc2N)nc2ccccc21	-7%	-5%	i	22%	288%	?	18%	32%[activator]	3%	25µM*	i
Cc1nc2c(-c3ccccc3)c(C)nn2c(C)c1CCC(=O)O	-4%	-1%	nt	-2%	-3%	nt	nt	nt	2%	4%	nt
O=c1cc(CSc2nnc(-c3cccs3)n2Cc2ccccc2)nc2sc3ccccc3n12	-5%	-20%	i	-12%	49%	i	13%	-1%	-5%	10µM*	i
Cc1ccccc1-n1c(=O)cc(N2CCC3(CC2)OCCO3)[nH]c1=O	-1%	2%	i	-10%	9%	i	2%	3%	1%	4%[2.29 µM]	i
O=C(c1cccc(F)c1)N1CCC[C@@]2(CCN(C(c3ccccc3)c3ccccc3)C2)C1	-5%	-3%	i	13%	7%	i	10%	24%	3%[11.4 µM]	?	i
O=C(NCc1ccco1)c1cc(-c2cccnc2)nc2ccc(Cl)cc12	-1%	-1%	i	2%	?	i	-28%	68%[activator]	-1%	32µM*	i
CC1CCN(CCC(=O)Nc2ccc(Br)cc2)CC1	3%	-2%	i	0%	-22%	i	-11%	12%	1%	7%	i
O=C(CN1C(=O)c2ccccc2S1(=O)=O)Nc1ccc(S(=O)(=O)N2CCCCCC2)cc1	-1%	-5%	i	7%	-5%	i	-21%	55%[activator]	1%	-7%	i
CCN(CC)S(=O)(=O)c1ccc(NC(=O)CN(c2ccc(OC)cc2OC)S(C)(=O)=O)cc1	-2%	0%	i	12%	0%	i	-20%	26%	5%	4%	i
Cc1ccccc1NS(=O)(=O)c1cccc(-c2nnc(-c3ccccc3)o2)c1	-3%	-4%	nt	8%	53%	nt	?	10%	-1%	6.3µM*	nt
COc1ccccc1N1CCN(C(CNS(=O)(=O)c2cc(F)ccc2F)c2cccnc2)CC1 (configuration not stated)	-3%	0%	i	8%	-3%	?	6%	22%	2%	-2%	i
CCCCN(C)Cc1c(C)[nH]c2ccc(OCC)cc2c1=O	5%	-2%	nt	36%[activator]	-13%	nt	13%	nt	2%	12%[11.4 µM]	nt
COc1ccc(Cn2nnnc2C(c2ccc(C)cc2)N2CCN(C3CCCC3)CC2)cc1 (configuration not stated)	-1%	2%	i	2%	-9%	i	-4%	nt	4%	23%	i
Cc1ccc(N2C(=O)NC3(CCCCC3)C2=O)cc1	0%	1%	i	1%	-12%	i	-23%	-3%	-16%	-3%	i
OCCN1CCN(Cc2cccc(Oc3ccc(Cl)cc3)c2)CC1	2%	0%	nt	2%	-27%	nt	-8%	-6%	-4%	12%	nt
Cc1oc2c(CN(C)C)c(O)ccc2c(=O)c1-c1ccc2ccccc2n1	1%	-2%	?	-3%	1%	?	3%	7%	3%	5%	i
O=c1[nH][nH]c(=O)c2cc([N+](=O)[O-])ccc12	-7%	-4%	nt	-7%	6%	nt	19%	nt	nt	6%	nt
COc1ccccc1N1CCN(Cc2nnnn2CCc2ccccc2)CC1	0%	2%	i	7%	-2%	i	-12%	nt	7%	29%	i
CN(C)c1nc(-c2cccnc2)nc2ccccc12	-4%	-4%	i	-17%	5%	i	-18%	-23%	-2%[2.29 µM]	?	i
CCN(CC(=O)NCCc1ccc(S(N)(=O)=O)cc1)Cc1nc2ccccc2c(=O)[nH]1	-3%	-1%	i	-1%	2%	i	10%	5%	1%	6%	i
Cc1cc(N)n(-c2ccccc2)n1	-1%	1%	nt	-4%	-3%	nt	?	-4%	2%	3%	nt
Nc1nonc1-c1noc(CCCOc2ccc(Cl)cc2Cl)n1	2%	3%	i	1%	127%	i	7%	2%	1%	26%	i
COc1ccccc1-c1nc(SCc2ccccn2)n[nH]1	0%	0%	i	0%	-7%	?	-2%	5%	-2%	-1%	i
COc1cc(OC)c(C2CC(=O)N3CN(c4ccccc4)CSC3=C2C#N)cc1OC (configuration not stated)	-5%	-6%	?	?	3%	i	-1%	22%	-19%	-11%	i
CC(C)CC(C(=O)NCc1ccccn1)N1C(=O)c2ccccc2C1=O (configuration not stated)	1%	1%[0.00368 µM]	?	6%	-12%	i	6%	5%	3%	2%	i
CCOC(=O)OCC1OC(c2ccc(C(C)=O)cc2)C=CC1OC(=O)OCC (configuration not stated)	-5%[11.5 µM]	0%[11.5 µM]	nt	11%[11.4 µM]	nt	nt	38%[activator][11.5 µM]	nt	nt	-3%[11.4 µM]	nt
CS(=O)(=O)NCCOc1ccc(S(=O)(=O)N2CCCc3ccccc32)cc1	-2%	-2%	i	0%	4%	i	7%	17%	2%	8%	i
CN1c2cccc3cccc(c23)N(C)C1(C)C	-1%	-1%	i	25µM*	-81%	i	5%	4%	1%	1%	i
Cc1cccc(CNc2ncnc3ccc(-c4ccccc4CN(C)C)cc23)c1	-1%	1%	i	-3%	-14%	i	18%	43%[activator]	1%[2.29 µM]	-2%	i
CC(=O)Nc1ccc(S(=O)(=O)N2CCSC2c2ccc(Cl)cc2)cc1 (configuration not stated)	-1%	2%	?	-6%	6%	i	-25%	32%[activator]	1%	20%	i
Cc1cc(=O)[nH]c(S/C=C/c2ccccc2)n1	0%	-1%	i	1%	0%	?	26%	-3%	16µM*	24%	i
CC(C)CCN1CC(C(=O)NCc2ccc(F)cc2)CC1=O (configuration not stated)	1%	-1%	?	-1%	0%	i	-5%	3%	-1%	5%	i
CCOc1ccccc1C1C(C(=O)OC)=C(N)OC2=C1C(=O)CCC2 (configuration not stated)	-1%	2%	?	-6%	-4%	i	-15%	1%	0%	15%	i

An excerpt; the hit share may differ from the screen's.
